# Compound activity: PubChem, The Scripps Research Institute Molecular Screening Center
# PAFAH2 inh: PAFAH2 enzyme inhibitors, primary screen, biochemical, fluorescence polarization, human | inhibition, % at 3.39 µM | Platelet-activating factor acetylhydrolase 2, cytoplasmic (Homo sapiens), Q99487 | recombinant PAFAH2, FP-rhodamine activity probe | 0.99% of 340,000 active;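 active = inhibition above the mean over all tested compounds plus 3 SD, cut at about 30% in these data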;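 note: inhibitors block probe labeling of enzyme so polarization drops; 0% = enzyme with DMSO and 100% = wells lacking PAFAH2 protein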
# PAFAH1B3 inh: PAFAH1B3 enzyme inhibitors, primary screen, biochemical, fluorescence polarization, human; Platelet-activating factor acetylhydrolase IB subunit alpha1 (Homo sapiens), Q15102; recombinant PAFAH1B3, FP-rhodamine probe; inhibition, % at 3.39 µM; 0.28% of 340,000 active; AID 492972, 2010;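 active = inhibition above the screen-wide average of all tested compounds plus 3 SD, cut at about 25% in these data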;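 note: 0% = enzyme with DMSO only and 100% = wells lacking PAFAH1B3 protein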
# Target sequence (Q15102 whole entry, looked up): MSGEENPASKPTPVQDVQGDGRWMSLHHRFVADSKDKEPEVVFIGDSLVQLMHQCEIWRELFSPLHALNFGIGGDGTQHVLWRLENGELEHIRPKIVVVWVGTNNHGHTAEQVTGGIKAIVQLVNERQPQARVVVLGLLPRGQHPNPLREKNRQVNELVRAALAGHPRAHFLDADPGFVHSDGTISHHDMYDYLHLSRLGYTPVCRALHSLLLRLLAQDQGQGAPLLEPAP
# PREPL inhibitor: PREPL enzyme inhibitors, primary screen, biochemical, fluorescence polarization; 0.68% of 320,000 active; Prolyl endopeptidase-like (Homo sapiens), Q4J6C6; inhibition, % at 5.96 µM; recombinant PREPL, fluorescence polarization activity-based probe; in the data active = inhibition above about 43%;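 note: 0% = enzyme with DMSO and 100% = wells lacking enzyme; many of its hits are not listed in these tables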
# PAD4 inh: human PAD4 inhibitors, primary screen, biochemical, fluorescence polarization, 1536-well format; 0.41% of 330,000 active; inhibition, % at 6.36 µM; recombinant PAD4, RCA probe fluorescence polarization; AID 485272, 2010; Protein-arginine deiminase type-4 (Homo sapiens), Q9UM07;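 active = percent inhibition above a cutoff equal to the mean of all tested compounds plus 3 SD, cut at about 15% in these data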;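 note: 0% = PAD4 with RCA probe and DMSO and 100% = probe without PAD4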
# LYPLA1 inh: LYPLA1 inhibitors, primary screen, counter-screen for PME1 inhibitor project, biochemical, fluorescence polarization, FP-Rh probe ABPP. 0.16% of 320,000 active. recombinant LYPLA1. inhibition, % at 5.9 µM. AID 2174, 2009;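 active = inhibition above the mean of all tested compounds plus 3 SD, set per campaign, cut at about 14% in these data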;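 note: inhibitors block serine hydrolase probe labeling of LYPLA1 so polarization falls; 0% = enzyme with DMSO and 100% = wells lacking LYPLA1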
# Target sequence (O75608 whole entry, looked up): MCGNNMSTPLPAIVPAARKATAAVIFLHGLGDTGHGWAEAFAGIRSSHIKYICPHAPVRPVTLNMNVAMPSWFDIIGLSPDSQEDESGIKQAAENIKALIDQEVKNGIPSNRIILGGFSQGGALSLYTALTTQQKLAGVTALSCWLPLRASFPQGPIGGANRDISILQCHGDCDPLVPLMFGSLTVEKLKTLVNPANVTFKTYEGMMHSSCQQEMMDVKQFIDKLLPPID
# ZTA DNA inh: ZTA (EBV) inhibition in EBNA-1 counter-screen | ZTA-DNA binding, fluorescence polarization | inhibition, % at 11 µM | P03206 | AID 2234 | 0.15% of 320,000 active; in the data active = inhibition above about 33%
# Target sequence (P03206 whole entry, looked up): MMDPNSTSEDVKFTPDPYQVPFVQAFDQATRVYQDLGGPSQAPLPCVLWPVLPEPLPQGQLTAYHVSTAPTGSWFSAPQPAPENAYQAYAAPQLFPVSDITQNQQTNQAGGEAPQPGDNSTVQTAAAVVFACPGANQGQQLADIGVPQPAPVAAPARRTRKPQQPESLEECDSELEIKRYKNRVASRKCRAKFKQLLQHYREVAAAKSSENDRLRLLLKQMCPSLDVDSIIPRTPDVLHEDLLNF
# LYPLA2 counter: LYPLA2 inhibitors, primary screen, counter-screen for PME1 inhibitor project, biochemical, fluorescence polarization, FP-Rh probe ABPP. recombinant LYPLA2. inhibition, % at 5.9 µM. 0.38% of 320,000 active. AID 2177, 2009;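 active = inhibition above the screen-wide mean plus 3 SD, limit set per campaign, cut at about 26% in these data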;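 note: 0% = LYPLA2 with DMSO and 100% = wells lacking LYPLA2 enzyme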
# Target sequence (O95372 whole entry, looked up): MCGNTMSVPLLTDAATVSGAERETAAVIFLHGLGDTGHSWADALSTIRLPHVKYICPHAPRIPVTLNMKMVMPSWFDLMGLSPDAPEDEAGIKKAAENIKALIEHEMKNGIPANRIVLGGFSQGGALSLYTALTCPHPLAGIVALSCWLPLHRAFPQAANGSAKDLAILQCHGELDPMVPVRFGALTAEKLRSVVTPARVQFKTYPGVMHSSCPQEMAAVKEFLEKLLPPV
# GSTO1 inh: inhibitors of recombinant GSTO1, primary screen, counter-screen for RBBP9 inhibitor project, biochemical, fluorescence polarization | activity-based probe fluorescence polarization | inhibition, % at 5.96 µM | 1.1% of 300,000 active | AID 1974, 2009;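 active = inhibition above the campaign mean inhibition plus 3 SD, cut at about 35% in these data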;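 note: 0% = GSTO1-1 with DMSO and 100% = wells lacking GSTO1-1 enzyme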
# EBNA-1 inh: EBNA-1 DNA-binding inhibitors, primary screen, biochemical, fluorescence polarization | inhibition, % at 14.8 µM | 0.34% of 300,000 active | AID 1950, 2009; in the data active = inhibition above about 28%
# * hit, by the source's call; · = not tested or not shown. This is a subset; count on the stated rates, not on these rows.
SMILES,PAFAH2 inh,PAFAH1B3 inh,PREPL inhibitor,PAD4 inh,LYPLA1 inh,ZTA DNA inh,LYPLA2 counter,GSTO1 inh,EBNA-1 inh
Cc1ccc(-c2csc3ncnc(SCC(=O)O)c23)cc1,-1,0,-12,1,0,-20,5,-2,-11
CC1Cc2ccccc2N1C(=O)COC(=O)c1ccccc1NCCO (configuration not stated),0,6,12,-7,-1,-7,-5,1,-7
COC(=O)Nc1ccc(C)c(NC(=O)OC)c1,8,5,8,4,-1,4,2,9,2
C[C@H](CCC(=O)NCC(=O)O)[C@H]1CC[C@H]2C3[C@H](O)C[C@@H]4C[C@H](O)CC[C@]4(C)[C@H]3C[C@H](O)[C@]12C (some centres not stated),4,9,0,-1,2,24,-5,-2,4
CC(=O)NNc1nc(-c2ccc(NC(C)=O)cc2)cs1,2,1,4,0,-3,13,-2,2,-7
CN(C)S(=O)(=O)c1cccc(NC(=O)CN2C(=O)NC3(CCc4ccccc4C3)C2=O)c1 (configuration not stated),-1,7,3,-4,-4,3,-6,-1,-10
CCOC(=O)C1CCN(c2cc(=O)n(Cc3ccc(F)cc3)c(=O)[nH]2)CC1,10,21,11,0,-2,12,-2,2,1
CS(=O)(=O)c1cccc(S(=O)(=O)N2CCCCCC2)c1,145*,4,2,-4,-2,21,4,1,3
CCN(CC(=O)NCc1ccc(Cl)cc1)C(=O)CCOc1ccccc1C,0,3,-50,1,-1,7,5,3,-2
COc1ccc(N2CCN(S(=O)(=O)c3ccc4c(c3)OCCO4)CC2)cc1,-5,2,-29,1,-3,16,-3,0,-4
COC(=O)C1C(=O)C2=C(CC1C)NC(C)=C(C(=O)OCc1ccc(OC)cc1)C2c1ccc(C)o1 (configuration not stated),0,0,11,0,-4,10,-4,-5,6
COC(=O)CCC(NS(=O)(=O)OCC(Cl)(Cl)Cl)c1ccccc1 (configuration not stated),5,6,-6,-2,-1,-2,3,3,1
COC(=O)c1ccccc1OCCOCCOc1cccc2cccnc12,2,1,0,4,-4,-8,-7,-1,-11
CCCc1[nH]nc2c1C(c1ccc(O)c(OC)c1)C(C#N)=C(N)O2 (configuration not stated),5,6,1,3,1,16,-2,9,5
Cc1ccc(S(=O)(=O)c2c(C)nn(-c3ccccc3)c2OC(=O)c2ccc(Br)o2)cc1,3,1,-2,-4,2,9,3,-7,8

# Look-ups from above.
# In PREPL inhibitor, CCOC(=O)C1CCN(c2cc(=O)n(Cc3ccc(F)cc3)c(=O)[nH]2)CC1 is entered as 11
# In GSTO1 inh, C[C@H](CCC(=O)NCC(=O)O)[C@H]1CC[C@H]2C3[C@H](O)C[C@@H]4C[C@H](O)CC[C@]4(C)[C@H]3C[C@H](O)[C@]12C (some centres not stated) is entered as -2

# Next structures:
SMILES,PAFAH2 inh,PAFAH1B3 inh,PREPL inhibitor,PAD4 inh,LYPLA1 inh,ZTA DNA inh,LYPLA2 counter,GSTO1 inh,EBNA-1 inh
COc1ccccc1NC(=S)NCc1ccco1,4,4,3,-1,1,-5,-2,7,1
CCn1c2ccccc2c2nnc(SCC(=O)Nc3c(C)n(C)n(-c4ccccc4)c3=O)nc21,-11,8,16,-4,-2,-11,2,0,-6
CCOC(=O)C1CCN(C(=O)C2CCN(C(=O)c3ccc([N+](=O)[O-])cc3)CC2)CC1,-2,9,11,-4,3,-15,7,0,4
Cn1c(-c2ccc(Cl)nc2)nc2cc(Cl)ccc21,7,4,-5,-4,0,-20,5,-8,-19
Cn1cnc(S(=O)(=O)N2CCN(c3ccc(F)cc3)CC2)c1,·,·,-4,1,1,-19,8,5,-6
O=C(COc1ccc2c(c1)oc(=O)c1ccccc12)NC(Cc1ccc(Cl)cc1)C(=O)O (configuration not stated),6,6,-4,-5,-5,0,-2,-18,-12
CCN(CC)CC(=O)Nc1sc2c(c1C(=O)c1ccccc1C)CCC2,3,6,5,0,1,-3,2,-2,2
CCS(=O)(=O)N1CCCC(C(=O)NCCN2CCC(Cc3ccccc3)CC2)C1 (configuration not stated),1,1,19,-2,1,4,1,14,6
CN1CCN(C(=O)c2cccc(COc3cc(Cl)ccc3Cl)c2)CC1,-1,1,19,2,1,-11,0,1,-5
FC(F)(F)c1cnc(C(c2ccccc2)c2ncn[nH]2)c(Cl)c1 (configuration not stated),1,8,-1,-1,-1,12,0,0,6
CC(C)c1ccc(OCC(=O)NC(=S)Nc2ccc3c4c(cccc24)CC3)cc1,-5,-10,9,5,-4,6,3,-1,16
CCn1c(SCc2ccccc2)nc2c1c(=O)[nH]c(=O)n2C,7,0,11,-1,-1,17,-2,0,3
O=C(Oc1ccc(-c2cnc3ccccc3n2)cc1)c1cc([N+](=O)[O-])ccc1Cl,2,3,13,5,4,2,4,-5,8
NS(=O)(=O)c1ccc(CCNC(=O)c2ccc(Cl)c(S(=O)(=O)NCc3ccco3)c2)cc1,0,3,34,3,·,·,·,·,·
Cn1c(=O)c2cc(NC(=O)c3ccccc3Cl)c(=O)oc2n(C)c1=O,7,7,1,-1,-1,-24,-2,9,-4

# A second format for part of the listing above:
SMILES	PAFAH2 inh	PAFAH1B3 inh	PREPL inhibitor	PAD4 inh	LYPLA1 inh	ZTA DNA inh	LYPLA2 counter	GSTO1 inh	EBNA-1 inh
NS(=O)(=O)c1ccc(CCNC(=O)c2ccc(Cl)c(S(=O)(=O)NCc3ccco3)c2)cc1	0	3	34	3	·	·	·	·	·
Cn1c(=O)c2cc(NC(=O)c3ccccc3Cl)c(=O)oc2n(C)c1=O	7	7	1	-1	-1	-24	-2	9	-4
O=C(COc1ccc2c(c1)oc(=O)c1ccccc12)NC(Cc1ccc(Cl)cc1)C(=O)O (configuration not stated)	6	6	-4	-5	-5	0	-2	-18	-12
CCS(=O)(=O)N1CCCC(C(=O)NCCN2CCC(Cc3ccccc3)CC2)C1 (configuration not stated)	1	1	19	-2	1	4	1	14	6
O=C(Oc1ccc(-c2cnc3ccccc3n2)cc1)c1cc([N+](=O)[O-])ccc1Cl	2	3	13	5	4	2	4	-5	8
CCOC(=O)C1CCN(C(=O)C2CCN(C(=O)c3ccc([N+](=O)[O-])cc3)CC2)CC1	-2	9	11	-4	3	-15	7	0	4

# (further entries)
SMILES,PAFAH2 inh,PAFAH1B3 inh,PREPL inhibitor,PAD4 inh,LYPLA1 inh,ZTA DNA inh,LYPLA2 counter,GSTO1 inh,EBNA-1 inh
Cc1cc2c3c(ccc(C)c3n1)N=CN2c1ccccc1,4,6,1,-8,0,-11,2,2,-5
Cc1cc(C(=O)Nc2ncn[nH]2)ccc1[N+](=O)[O-],1,-1,-21,1,3,3,2,-3,-2
Oc1ccc(C[C@H]2CNCCN2CC2(c3ccccc3)CC2)cc1,3,15,-9,6,-2,9,-2,2,7
O=[N+]([O-])c1ccc(SCc2ccco2)cc1N1CCOCC1,1,7,-3,-3,3,8,0,-6,-1
Cc1nc(CSc2ccc(Cl)cc2)cc(N2CCOCC2)n1,-4,5,9,-9,2,0,1,-2,10
CCC(C)Nc1nc(Cl)nc(N(C#N)CN2C(=O)c3ccccc3S2(=O)=O)n1 (configuration not stated),-7,-3,-6,-4,1,3,0,7,7
Cc1cccc(NC(=O)c2cc3c(s2)-c2c(C)cccc2OC3)n1,-7,0,0,-1,-3,-9,-2,2,18
O=C(Nc1cccc2c1CCCC2)C1CCN(C(=O)NC2CCCCC2)CC1,-5,7,8,-3,2,-4,12,8,-12
COc1ccc(C(=O)c2c[nH]c(C(=O)NCCCN3CCOCC3)c2)cc1,-3,-3,0,0,-4,10,8,4,4
COCCN(CCOC)S(=O)(=O)c1ccc(C(=O)Nc2nc3c(s2)CCc2ccccc2-3)cc1,-2,0,3,-2,-2,-3,-5,4,-2
O=C(CN(Cc1ccccc1F)C(=O)Cn1nnc(-c2cccs2)n1)NC1CCCCC1,-5,12,9,2,-4,4,-2,2,-10
O=C1c2cc(S(=O)(=O)N(CCO)CCO)ccc2-c2ccc(S(=O)(=O)N(CCO)CCO)cc21,3,11,-1,2,3,-13,4,4,-1
Cn1nc(C(=O)NNC(=O)CCOc2ccc(C(C)(C)C)cc2)c2ccccc2c1=O,1,5,-12,-1,5,-7,8,·,·
COc1cccc(NC(=O)C(=O)NCCc2ccc(F)cc2)c1,-6,3,13,2,4,-8,5,3,6
COC(=O)C1=C(N)Oc2c(oc(CO)cc2=O)C1c1ccc(F)cc1 (configuration not stated),·,·,4,1,1,5,3,-1,-3

# A different layout for 2 compounds above:
Structure | PAFAH2 inh | PAFAH1B3 inh | PREPL inhibitor | PAD4 inh | LYPLA1 inh | ZTA DNA inh | LYPLA2 counter | GSTO1 inh | EBNA-1 inh
CC(C)c1ccc(OCC(=O)NC(=S)Nc2ccc3c4c(cccc24)CC3)cc1 | -5 | -10 | 9 | 5 | -4 | 6 | 3 | -1 | 16
CCn1c(SCc2ccccc2)nc2c1c(=O)[nH]c(=O)n2C | 7 | 0 | 11 | -1 | -1 | 17 | -2 | 0 | 3

# Next part:
SMILES,PAFAH2 inh,PAFAH1B3 inh,PREPL inhibitor,PAD4 inh,LYPLA1 inh,ZTA DNA inh,LYPLA2 counter,GSTO1 inh,EBNA-1 inh
Cc1ccc(SC(C)C(=O)O/N=C(\N)c2ccncc2)cc1 (configuration not stated),-1,0,4,-3,-4,-5,-7,7,-4
Cc1[nH]c(=O)[nH]c(=O)c1/C=N/NC(=O)[C@@H](N)CC(C)C,6,5,-5,-2,-1,-3,-8,3,-9
O=C(CSc1nc2ccccc2s1)Nc1ccc(Cl)c(C(=O)O)c1,4,8,-6,2,-1,-1,-2,-13,-15
COc1ccc(N2CC(C(=O)Nc3ccc(F)cc3F)CC2=O)cc1 (configuration not stated),3,10,-8,0,-1,0,2,5,-5
COc1ccccc1NC1SC(=O)N(c2ccccc2)C1=O (configuration not stated),-14,7,-6,-8,1,5,-2,-8,-19
O=[N+]([O-])c1c(NCCO)cc(Sc2nc3ccccc3s2)c2nonc12,11,12,8,-6,-5,14,1,22,11
COc1ccc(COn2c(=O)c(C)[n+]([O-])c3ccccc32)cc1OC,2,0,-1,-1,0,6,-3,6,0
O=C(CSc1ccccc1[N+](=O)[O-])NC1CCS(=O)(=O)C1 (configuration not stated),-1,-5,4,3,-1,16,2,0,3
CCOC(=O)C(c1ccccc1)C(Nc1ccc(F)cc1)c1ccccn1 (configuration not stated),-1,5,9,8,1,-9,5,-2,0
COc1ccc(NC(=O)/C(=C/c2cccnc2)NC(=O)c2cccs2)cc1,-1,7,1,1,-2,0,-3,-3,12
Cc1cc(NC(=O)c2c(-c3c(F)cccc3Cl)noc2C)no1,-3,-8,-8,-4,1,10,-3,4,-10
COC(=O)Cc1nnc(NC(=O)C(C)C)s1,0,7,3,-3,4,0,9,9,0
COc1ccc(C(=O)NC2CCN(C(=S)Nc3cccc(C)c3C)CC2)cc1,-2,2,20,1,-3,-17,-1,8,-9
CC(=O)Nc1nc(C2CC2)cc(-c2ccccc2)c1C#N,11,4,-6,2,0,2,0,-4,-4
